M1 PAM parental – M1 PAM counterscreen hit in parental CHO-K1 cells | actives 0.02% (n = 360,000) | ATP EC20, Fluo-8 calcium fluorescence; 0% at ATP EC20, 100% at ATP max | activation, % at 3 µM;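 active = activation above the run cutoff, the mean activation of all test compounds plus 3 SD, cut at about 40% in these data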;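 note: peak over basal fluorescence ratio in a 140 s read after ATP addition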
TAAR1 antagonist – human TAAR1 antagonism | Q96RJ0 | CHO RD-HGA16 TAAR1, Fluo-8 calcium fluorescence, antagonist | inhibition, % at 3 µM | actives 1.5% (n = 360,000);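 active = inhibition above a per-plate cutoff, the mean inhibition of test compounds on that plate plus 3 SD, cut at about 49% in these data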;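 note: 0% = DMSO plus EC80 beta-PEA response and 100% = DMSO alone without agonist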
Target sequence (Q96RJ0 whole entry, looked up): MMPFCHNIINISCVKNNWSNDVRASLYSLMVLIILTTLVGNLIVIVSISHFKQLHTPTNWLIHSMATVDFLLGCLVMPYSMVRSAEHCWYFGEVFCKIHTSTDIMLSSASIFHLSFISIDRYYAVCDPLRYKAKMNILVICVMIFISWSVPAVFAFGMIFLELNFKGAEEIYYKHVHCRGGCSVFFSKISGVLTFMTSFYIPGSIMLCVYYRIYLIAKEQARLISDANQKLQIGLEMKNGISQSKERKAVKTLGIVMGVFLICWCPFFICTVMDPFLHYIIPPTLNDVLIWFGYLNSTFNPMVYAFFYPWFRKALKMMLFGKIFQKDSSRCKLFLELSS
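Test system: RD-HGA16 CHO cells with stable hTAAR1 and Gα16 / Probe or stimulus: EC80 β-phenethylamine stimulus / Times: seeding 17-24 h prior, 75-min 37 °C, 30-min RT dye loading / Detection: Fluo-8 calcium-sensitive fluorescence / Read-out basis: % inhibition scaled between DMSO and EC80 PEA controls / Repeats: singlicate, one well per test compound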
CHRM1 agonist – human M1 muscarinic receptor agonism; CHO-K1 hM1, Fluo-8 calcium fluorescence, agonist mode; 0% DMSO, 100% acetylcholine EC100; activation, % at 3 µM; actives 0.33% (n = 360,000); P11229; AID 588814;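 active = activation above the run's mean compound activation plus 3 SD, cut at about 16% in these data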;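 note: peak over basal fluorescence ratio within a 140 s kinetic read after compound addition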
Target sequence (P11229 whole entry, looked up): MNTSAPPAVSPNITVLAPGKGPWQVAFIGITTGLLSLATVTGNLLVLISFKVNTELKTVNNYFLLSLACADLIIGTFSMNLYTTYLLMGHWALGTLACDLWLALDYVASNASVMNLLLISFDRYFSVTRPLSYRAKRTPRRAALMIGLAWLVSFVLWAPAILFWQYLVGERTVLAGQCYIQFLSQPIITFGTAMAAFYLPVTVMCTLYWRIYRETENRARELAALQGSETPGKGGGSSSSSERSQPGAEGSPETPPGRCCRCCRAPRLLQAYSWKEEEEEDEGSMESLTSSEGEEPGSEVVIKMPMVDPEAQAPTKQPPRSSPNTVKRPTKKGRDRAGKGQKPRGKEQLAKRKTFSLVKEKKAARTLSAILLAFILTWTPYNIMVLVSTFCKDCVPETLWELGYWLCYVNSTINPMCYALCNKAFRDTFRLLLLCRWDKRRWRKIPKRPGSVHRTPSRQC
CHRM1 PAM – potentiates human M1 receptor response to acetylcholine; P11229; CHO-K1 hM1, Fluo-8 calcium fluorescence, ACh EC20; 0% = ACh EC20, 100% = maximal ACh; activation, % at 3 µM; actives 0.088% (n = 360,000); in the data active = activation above about 19%, passing the limit was not always enough
CHO-K1 Ca ag – counter-screen for M1 agonists: effect in parental CHO-K1 cells | AID 602248 | actives 0.48% (n = 360,000) | activation, % at 3 µM | Fluo-8 calcium fluorescence; scaled to maximal ATP response, vehicle zero; in the data active = activation above about 15%;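 note: untransfected CHO-K1 host cells lacking M1 receptor as counterscreen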
TAAR1 agonist – human TAAR1 agonism; activation, % at 3 µM; actives 0.99% (n = 360,000); Q96RJ0; CHO RD-HGA16 TAAR1, Fluo-8 calcium fluorescence; vehicle wells 0%, saturating PEA agonist 100%; AID 624467;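 active = activation above the mean activation of all test compounds in the run plus 3 SD, cut at about 38% in these data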
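Test system: RD-HGA16 (CHO) cells co-expressing Gα16 and hTAAR1; dosing: one-point dosing at 3 µM (nominal); timing: 17-24 h seeding, 75 min 37 °C dye, 30 min RT; signal: kinetic Fluo-8 calcium fluorescence; read-out basis: % activation relative to PEA EC100 response; controls: DMSO and PEA EC100; replicates: n 1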
M1 antag – human CHRM1 antagonism; P11229; actives 1.3% (n = 360,000); inhibition, % at 3 µM; CHO-K1 hM1, Fluo-8 calcium fluorescence, ACh EC80 antagonist;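 active = percent inhibition above its own plate's cutoff, namely the mean of that plate's compound wells plus 3 SD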;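 note: peak over basal fluorescence ratio during 140 s after agonist addition; 0% = ACh EC80 plus DMSO and 100% = DMSO alone without agonist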
CHO-K1 Ca antag – nonselective inhibitor or artifact in parental CHO-K1 cells | ATP-induced calcium, Fluo-8 fluorescence | inhibition, % at 3 µM | actives 0.6% (n = 360,000) | AID 602250;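 active = inhibition above a per-plate cutoff, the plate's mean sample inhibition plus 3 SD, cut at about 24% in these data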;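 note: 0% = DMSO plus EC80 ATP and 100% = DMSO alone without ATP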
CHO parental Ca – signal in parental CHO cells, OX1R antagonist counter-screen. parental CHO-K1, ATP-induced calcium, Fluo-8 fluorescence. inhibition, % at 5.6 µM. actives 0.63% (n = 330,000). AID 463079;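 active = inhibition above that plate's mean sample inhibition plus 3 SD, cut at about 26% in these data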;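 note: 0% = ATP-challenged DMSO wells and 100% = DMSO wells without ATP; some compounds past the cut are filed as inactive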
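Assay system – parental CHO cells · Reagent – ATP stimulus · Detection – intracellular calcium via Fluo-8 no-wash fluorescent dye · Evaluation – percent inhibition of ATP-evoked calcium rise, normalized to controls · Controls – ATP wells versus no-ATP DMSO wells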
The depositor's hits bear a star; x = not tested or not shown.

SMILES	M1 PAM parental	TAAR1 antagonist	CHRM1 agonist	CHRM1 PAM	CHO-K1 Ca ag	TAAR1 agonist	M1 antag	CHO-K1 Ca antag	CHO parental Ca
COc1ccc2c(c1OC)C(=O)N(c1ncn[nH]1)C2	-5	-4	-1	9	-0.3	4	-30	10	-8
Cc1ccc(C(=O)Cn2cccn2)cc1	12	-2	-6	-2	-0.5	-1	0	-1	-11
O=[N+]([O-])c1ccc(Cl)c(NC2=NCCCCC2)c1	1	7	-11	-10	0.8	-4	12	-13	-11
Cc1oc(-c2cccc(Cl)c2)nc1CN1CCCC(C(=O)NCCCN2CCOCC2)C1 (stereo not drawn)	-3	5	-4	6	0.0	0	-2	5	-18
COc1ccc(S(=O)(=O)N2CCC(C(=O)N[C@H](C(=O)NCc3ccccc3)C(C)C)CC2)cc1	3	-11	-2	7	0.1	1	-2	-7	x
O=C(COc1ccc(Cc2ccccc2)cc1)c1ccc(F)cc1	17	-7	-7	1	0.3	7	1	-13	-10
COc1ccc(OC)c(-c2csc(NC(=O)c3ccc4c(c3)OCO4)n2)c1	7	2	-7	-4	0.6	0	5	-12	-13
OC(c1ccccn1)c1c[nH]c2ccccc12 (stereo not drawn)	6	3	-4	5	0.2	3	-8	-4	-17
COc1cc(-c2cc(NC(C)=O)c3ncc(-c4cc(OC)c(OC)c(OC)c4)n3c2)cc(OC)c1OC	17	26	-3	-7	4.7	7	6	-4	x
CC(=O)c1sc(NC(=O)COc2ccc(C)c(C)c2)nc1C	10	-12	-7	-1	1.1	1	2	-6	-13
Cc1cc(C)nc(NS(=O)(=O)c2ccc(NS(=O)(=O)c3ccccc3)cc2)n1	-8	8	-4	12	0.4	4	-40	-10	-11
COC(=O)c1ccc(CNC(=O)COC(=O)C2CCC(C(C)(C)C)CC2)cc1 (stereo not drawn)	19	28	-10	5	0.3	1	-8	-8	-24
COc1ccc(C2CC(=O)c3cnc(N4CCN(Cc5ccccc5)CC4)nc3C2)cc1 (stereo not drawn)	17	16	-4	5	0.9	1	-1	-8	-22
CCOC(=O)Cn1c(=O)oc2cc(S(=O)(=O)N3CCN(C(=O)c4ccco4)CC3)ccc21	-7	9	-8	-5	0.8	3	3	4	-12
Cn1ccnc1C(=O)c1ccc(S(=O)(=O)N2CCCC2)cc1	22	5	-16	5	0.6	7	-7	-17	-9
CCCc1cc(=O)[nH]c(Nc2ccc(OC)c(Cl)c2)n1	4	3	-3	5	1.0	21	0	-2	-11
O=S(=O)([N-]c1nc2ccccc2nc1-[n+]1ccccc1)c1ccc(Cl)cc1	23	15	-3	4	0.5	1	-15	-15	5
c1ccc(CCc2nn3c(Cc4ccccc4)nnc3s2)cc1	22	-25	-1	7	0.9	9	-8	-9	-14
Cc1ccc(S(=O)(=O)N2CCC(C(=O)OCc3c(C)noc3C)CC2)cc1C	7	21	-7	-1	2.3	-1	8	4	-6
CCCC(=O)Nc1nc2ccc(C(=O)OCC)cc2s1	-4	-17	-2	-5	0.2	1	11	2	-2
O=C(Nc1ccccc1C(=O)N1CCCC1)C1COc2ccccc2O1 (stereo not drawn)	5	-1	-1	3	1.6	2	1	-12	-13
CC(=O)Nc1ccc(S(=O)(=O)Nc2ccn(Cc3ccccc3Cl)n2)cc1	3	9	-2	7	1.6	0	-6	-5	x
CC12CC(c3ccccc3O1)C(C(=O)N1CCOCC1)C(=O)N2 (stereo not drawn)	10	-33	0	2	-0.1	4	2	1	-8
CC(=O)NNC(=O)C(O)(c1ccccc1)c1ccccc1	0	-7	-2	3	3.0	9	-3	17	0
Oc1cccc(/C=C/c2ccc3cccc(O)c3n2)c1	-6	11	-1	1	2.1	-1	-3	18	-1
O=C(NCCCl)c1ccc(OCc2ccccc2)cc1Cl	11	-3	-2	2	2.5	48*	-1	-15	-9
Cc1nc2[nH]c(=O)c3c(n2n1)NC1=C(C(=O)CC(C)(C)C1)C3c1ccc(F)cc1 (stereo not drawn)	10	0	-2	5	0.1	0	-4	-9	-6
CCCOc1ccc([N+](=O)[O-])c(N)c1	12	4	-5	9	-0.2	0	-15	-7	15
COc1ccc(CCN(C)Cc2c(O)ccc3ccccc23)cc1OC	-4	-13	-6	1	0.2	2	0	-6	-7
CCOC(=O)C1(Cc2ccc(Cl)cc2)CCN(C(=O)c2sc(C)nc2C)CC1	4	4	0	-9	9.6	9	6	-1	-11
CCOC(=O)c1c(C)n(C)c2ccc(OCC(O)CN3C(=O)c4ccccc4S3(=O)=O)cc12 (stereo not drawn)	9	41	-2	-8	2.8	12	11	8	-28
C=CCn1c2c(c3ccccc31)CCC2	17	-34	-6	-1	0.9	2	4	-15	x
O=C(COC(=O)COc1ccc(Br)cc1)NCc1ccccc1	11	0	-4	-9	1.1	1	18	-9	-14
CC(=O)N1c2ccc(S(=O)(=O)NCC3CCC(C(=O)NCc4ccc(C)o4)CC3)cc2CC1C (stereo not drawn)	2	-19	-2	1	4.9	2	-6	-22	-10
Cc1ccc(/C=C/C(=O)Nc2ccc(O)c3c(=O)cc(-c4ccccc4Cl)oc23)cc1	15	3	0	9	0.1	1	-11	-4	-18
CC(=O)Nc1cccc(N2C(=O)CC(Cc3ccccc3)C2=O)c1 (stereo not drawn)	16	5	-2	3	2.1	20	-11	-7	-20

Of the compounds above, these contain a nitro group on carbon:
SMILES	M1 PAM parental	TAAR1 antagonist	CHRM1 agonist	CHRM1 PAM	CHO-K1 Ca ag	TAAR1 agonist	M1 antag	CHO-K1 Ca antag	CHO parental Ca
O=[N+]([O-])c1ccc(Cl)c(NC2=NCCCCC2)c1	1	7	-11	-10	0.8	-4	12	-13	-11
CCCOc1ccc([N+](=O)[O-])c(N)c1	12	4	-5	9	-0.2	0	-15	-7	15

Next section
SMILES	M1 PAM parental	TAAR1 antagonist	CHRM1 agonist	CHRM1 PAM	CHO-K1 Ca ag	TAAR1 agonist	M1 antag	CHO-K1 Ca antag	CHO parental Ca
Cc1cc(C)nc(NC2=NCC(=O)N2c2ccccc2Br)n1	17	-9	-4	3	1.1	0	-5	-1	4
Cc1ccc(CC(=O)NNC(=O)c2ccncc2)cc1C	-4	-5	0	8	1.0	1	-9	0	3
COc1cccc(-c2cnc3c(NC=O)cc(-c4cc(OC)c(OC)c(OC)c4)cn23)c1	15	47	-4	-11	3.9	4	10	-14	x
CCc1nc(SCC(=O)N2CCCCC2)c2c(=O)n(C)c(=O)n(C)c2n1	-7	-10	-4	-3	1.5	7	10	-2	-11
O=C(Cc1ccccc1)Oc1coc(CSc2ncccn2)cc1=O	-16	-6	-2	3	0.0	1	-28	-3	-4
CC1CN(C(=O)c2cc3cc(F)ccc3[nH]2)CC(C)O1 (stereo not drawn)	6	-15	-6	2	-1.1	-2	-2	-5	x
CN1CCN(c2nc(-c3ccncc3)nc3ccccc23)CC1	7	0	-2	-8	-0.1	6	-17	3	4
C/C=C/c1cc(CN2CCN(c3ccc(OC)cc3)CC2)c(O)c(OC)c1	13	3	-10	-4	-0.5	2	4	-7	-44
CCOC(=O)c1c(NC(=O)Cn2nc(C(=O)O)c3ccccc3c2=O)sc(CC)c1C	21	11	-3	7	0.4	9	-3	-11	-24
Nc1ccc(SCc2nc3cccc4c3n2CCC4)cc1	0	-16	-9	0	0.5	-2	-1	-16	-4
Cc1cc(NC(=O)Cn2cnc3sc(C)c(-c4ccccc4)c3c2=O)no1	-13	-5	4	12	1.3	16	-11	-17	x
O=C(O)C1C=CC(C(=O)O)c2ccccc21 (stereo not drawn)	8	5	0	7	-0.2	0	-12	6	x

A portion taken from the entries so far:
SMILES	M1 PAM parental	TAAR1 antagonist	CHRM1 agonist	CHRM1 PAM	CHO-K1 Ca ag	TAAR1 agonist	M1 antag	CHO-K1 Ca antag	CHO parental Ca
Cc1cc(C)nc(NC2=NCC(=O)N2c2ccccc2Br)n1	17	-9	-4	3	1.1	0	-5	-1	4
Cc1ccc(CC(=O)NNC(=O)c2ccncc2)cc1C	-4	-5	0	8	1.0	1	-9	0	3
COc1cccc(-c2cnc3c(NC=O)cc(-c4cc(OC)c(OC)c(OC)c4)cn23)c1	15	47	-4	-11	3.9	4	10	-14	x
CCc1nc(SCC(=O)N2CCCCC2)c2c(=O)n(C)c(=O)n(C)c2n1	-7	-10	-4	-3	1.5	7	10	-2	-11
O=C(Cc1ccccc1)Oc1coc(CSc2ncccn2)cc1=O	-16	-6	-2	3	0.0	1	-28	-3	-4
CC1CN(C(=O)c2cc3cc(F)ccc3[nH]2)CC(C)O1 (stereo not drawn)	6	-15	-6	2	-1.1	-2	-2	-5	x

(list continues)
SMILES	M1 PAM parental	TAAR1 antagonist	CHRM1 agonist	CHRM1 PAM	CHO-K1 Ca ag	TAAR1 agonist	M1 antag	CHO-K1 Ca antag	CHO parental Ca
N#CC1=C(N)Oc2cc(N)ccc2C1C1CCCCC1 (stereo not drawn)	5	13	4	12	0.0	6	-24	-1	-4
O=C(NC(=S)Nc1ccc2[nH]c(=O)[nH]c2c1)c1ccccc1[N+](=O)[O-]	2	-17	-1	1	-0.1	9	-4	1	6
COc1ccc(C2=NN(CCC(=O)NC3CCC(C)CC3)C(=O)CC2)cc1 (stereo not drawn)	19	-21	-7	8	0.1	-1	-14	-16	-11
Cc1sc2ncn(CC(=O)N3CCC(C(N)=O)CC3)c(=O)c2c1S(=O)(=O)N1CCOCC1	-6	9	-2	13	0.0	1	-11	-1	4
CC(=O)Nc1ccc(NC(=O)CN2C(=O)COc3ccc(S(=O)(=O)N4CCCCC4)cc32)cc1	14	-28	-2	5	1.6	3	-2	-7	4
O=C(c1ccc2[nH]ccc2c1)N1CCCC(Nc2ccccc2)C1 (stereo not drawn)	8	-15	3	4	2.9	2	-6	-8	-5
CC(CC12CC3CC(CC(C3)C1)C2)NCc1ccccc1O (stereo not drawn)	24	1	2	6	9.8	39*	-5	-4	-17
